Assay outcomes deposited in PubChem BioAssay by National Center for Advancing Translational Sciences (NCATS).
ELG1 genotox: qHTS screen for small molecules that induce genotoxicity in human embryonic kidney (HEK293T) cells expressing luciferase-tagged ELG1 | HEK293T ELG1-luciferase reporter, luminescence, 16 h | Potency, µM (doses to about 46 µM), for the others: at the top dose activity change, positive = activation, hits mostly activators | 330,000 tested, 1.3% active; also: potency is read from the fitted curve at half-maximal effect; % of control where 0% means no effect; nearly all actives have a fitted effect of over 60% in size
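Cells (2,000/well) expressing the ELG1-luciferase fusion are dosed by pin tool and kept 16 hr at 37 °C, 5% CO2. Signal comes from ONE-Glo luciferase reagent after 30 min at room temperature.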
RORg inh: qHTS for inhibitors of ROR gamma transcriptional activity; 310,000 tested, 5.4% active; Potency, µM (series often up to 53.6 µM), without a hit: at the highest dose activity change, negative = inhibition, most hits filed as inhibitors; Drosophila S2 Gal4-RORgamma UAS-luciferase reporter, 20 h; also: potency is read from the fitted curve at half-maximal effect; % is scaled to controls: 0 for no effect and ±100 for the full control effect; nearly all actives have a fitted effect of over 60% in size
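Luminescence from a UAS-regulated Photinus luciferase reporter in stably transfected Drosophila Schneider cells is measured; decreased signal marks ROR gamma inhibition. Fusion expression is induced by 700 uM copper sulfate for 20 hr.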
p53 reactivation: qHTS assay for re-activators of p53 using a Luc reporter; H1299 p53-A138V BP100-luciferase reporter, luminescence, 24 h; Potency, µM (titrated, usually from 92.2 µM), inactives show at the highest dose activity change, positive = activation, actives largely listed as activators; 320,000 tested, 0.063% active; also: potency is read from the fitted curve at half-maximal effect; % of control where 0% means no effect; nearly all actives have a fitted effect of over 45% in size
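p53-null H1299 cells stably carrying temperature-sensitive p53-A138V and a BP100-luciferase reporter were pinned with compounds (4-point, 1:5 series) and held 24 hrs at 37 deg C. Luminescence was read 10 min after detection reagent.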
VP16 counter: VP16 counterscreen qHTS for inhibitors of ROR gamma transcriptional activity | Drosophila S2 Gal4-VP16 UAS-luciferase, luminescence, 20 h | Potency, µM (top dose mostly 53.6 µM), for inactives: at the top dose activity, negative = inhibition, actives largely listed as inhibitors | 310,000 tested, 3.5% active | AID 2546, 2010;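 also: Gal4-VP16 expression switched on by copper sulfate through the metallothionein promoter; potency is read from the fitted curve at half-maximal effect; % is scaled to controls: 0 for no effect and ±100 for the full control effect; nearly all actives have a fitted effect of over 50% in size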
NPC1 promoter act: qHTS Assay for NPC1 Promoter Activators. AID 485313, 2010. 320,000 tested, 2.4% active. Potency, µM (titrated, usually from 9.22 µM), inactives show top-dose activation, hits mostly activators. Huh7 NPC1 promoter luciferase reporter, 24 h;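 also: potency is read from the fitted curve at half-maximal effect; % of control where 0% means no effect; nearly all actives have a fitted effect of over 60% in size; reporter is driven by a mutant NPC1 promoter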
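Readout is luciferase luminescence, reflecting NPC1 promoter activation in stably transfected Huh7 cells after 24 h compound exposure at 37 °C in reduced-serum medium with 10% FBS.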
TRPV1 agonist: HTS Assay for Compounds that Act as Agonists of the Vanilloid Receptor 1 | activation, % at 8.33 µM | 320,000 tested, 0.19% active | TRPV1-expressing cells, Fluo-8 calcium influx, agonist mode | Transient receptor potential cation channel subfamily V member 1 (Homo sapiens), Q8NER1 | AID 540275, 2011; in the data active = activation above about 80%; inconclusive = between about 30% and that limit; also: 0% is about no effect
Target sequence (Q8NER1 whole entry, looked up): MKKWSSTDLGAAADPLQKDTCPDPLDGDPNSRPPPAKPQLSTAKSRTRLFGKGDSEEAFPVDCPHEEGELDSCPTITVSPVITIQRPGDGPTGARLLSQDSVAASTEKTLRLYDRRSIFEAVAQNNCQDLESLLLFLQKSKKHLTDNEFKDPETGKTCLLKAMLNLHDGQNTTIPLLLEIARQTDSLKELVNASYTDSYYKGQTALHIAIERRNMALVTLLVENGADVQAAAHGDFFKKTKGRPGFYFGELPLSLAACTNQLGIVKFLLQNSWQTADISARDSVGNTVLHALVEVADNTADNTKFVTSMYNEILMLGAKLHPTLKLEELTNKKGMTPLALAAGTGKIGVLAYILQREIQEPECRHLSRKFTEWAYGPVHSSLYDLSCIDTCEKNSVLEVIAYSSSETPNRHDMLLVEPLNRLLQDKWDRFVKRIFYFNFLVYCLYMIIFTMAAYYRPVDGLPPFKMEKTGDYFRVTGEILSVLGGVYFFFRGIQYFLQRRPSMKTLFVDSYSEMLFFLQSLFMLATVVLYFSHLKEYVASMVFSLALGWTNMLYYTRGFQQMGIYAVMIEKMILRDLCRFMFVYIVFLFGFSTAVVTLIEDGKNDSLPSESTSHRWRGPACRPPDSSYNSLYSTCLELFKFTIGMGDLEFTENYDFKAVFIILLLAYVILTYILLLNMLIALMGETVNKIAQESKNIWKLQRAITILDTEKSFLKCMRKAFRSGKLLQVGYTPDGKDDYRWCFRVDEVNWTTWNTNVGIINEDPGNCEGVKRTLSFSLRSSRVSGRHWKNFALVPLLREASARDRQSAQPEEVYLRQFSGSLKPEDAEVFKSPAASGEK
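Fluo-8 calcium influx in TRPV1-expressing cells, kinetic read (ex 480/em 520 nm). Compound added and read 3 min for agonist activity, followed by capsaicin at EC20 final and 2 min further read for enhancement.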
Tb PFK block: qHTS Assay to Find Inhibitors of T. brucei phosphofructokinase; T. brucei PFK, ADP-Glo luminescence; Potency, µM (doses to about 57.5 µM), for the others: top-dose activity, negative = inhibition, hits mostly inhibitors; 330,000 tested, 0.17% active;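 also: potency is read from the fitted curve at half-maximal effect; 0% = uninhibited 1x PFK enzyme wells and -100% = no-enzyme wells; nearly all actives have a fitted effect of over 60% in size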
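PFK 1.25 nM, F6P 0.5 mM, ATP 0.1 mM, 0.1 M TEA pH 8.0, 5 mM MgCl2, 0.01% Tween20, 0.1% BSA; 45 min RT. ADP-Glo readout. qHTS titration up to 57 uM; curves fitted, compounds curve-classed.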
Rab9 promoter act: qHTS Assay for Rab9 Promoter Activators; Huh7 Rab9 promoter-luciferase reporter, luminescence, 24 h; Potency, µM (top dose mostly 9.22 µM), without a hit: top-dose activation, negative = inhibition, usual class: activators; 320,000 tested, 2.8% active; also: potency is read from the fitted curve at half-maximal effect; % of control where 0% means no effect; nearly all actives have a fitted effect of over 60% in size
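Cells were plated at 1500 per well in reduced-serum medium with 10% FBS and left 2 h. Compound in DMSO was then added for 24 h at 37 °C. Reporter signal was read by luminescence after 10 min with luciferase detection reagent.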
FLuc modulator: qHTS profiling assay for firefly luciferase inhibitor/activator using purifed enzyme and Km concentrations of substrates (counterscreen for miR-21 project) | Luciferin 4-monooxygenase (Photinus pyralis), P08659 | purified FLuc, Km substrates, luminescence inhibition | Potency, µM (series often up to 57.5 µM), inactives show at the top dose activity change, negative = inhibition, usual class: inhibitors | 360,000 tested, 6.9% active | AID 588342, 2011;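 also: potency is read from the fitted curve at half-maximal effect; plate controls were vehicle for no effect and reference inhibitor for full effect; nearly all actives have a fitted effect of over 55% in size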
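Biochemical qHTS of compounds, final roughly 60 µM downward over six points, against 10 nM purified firefly luciferase using Km concentrations of substrates (10 uM D-luciferin, 10 uM ATP) in Tris acetate pH 7.5 buffer; luminescence output.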
ELG1 repair inh: qHTS screen for small molecules that inhibit ELG1-dependent DNA repair in human embryonic kidney (HEK293T) cells expressing luciferase-tagged ELG1; 330,000 tested, 2.3% active; Potency, µM (series often up to 46.1 µM), for the others: at the top dose activity change, negative = inhibition, hits mostly inhibitors; HEK293T ELG1-luciferase reporter, luminescence, 16 h; DNA damage induced by 5-fluorouridine; also: potency is read from the fitted curve at half-maximal effect; % is scaled to controls: 0 for no effect and ±100 for the full control effect; nearly all actives have a fitted effect of over 55% in size
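Overnight (16 hr) co-exposure of 2,000 cells/well to 5-fluorouridine and compound at 37 °C preceded detection. Luciferase was quantified via ONE-Glo luminescence; loss of signal denotes inhibition.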
BRCA1 expr act: qHTS Assay to Identify Small Molecule Activators of BRCA1 Expression | MCF7-BRCA1-FFLuc reporter, luminescence, 48 h; response scale: scaled: vehicle 0%, 10 µM genistein 100% | Potency, µM (highest dose often 46.1 µM), inactives show top-dose activation, actives largely listed as activators | 380,000 tested, 1.1% active; also: potency is read from the fitted curve at half-maximal effect; nearly all actives have a fitted effect of over 80% in size; some results filed as inactive show a strong effect at the top dose
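Luminescence from a BRCA1-driven firefly luciferase in MCF7 cells was read after 48 h compound exposure at 37 C. Data normalized against DMSO and a 10microM genistein activation control, then curve-fitted across the titration.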
An asterisk follows results filed as active; ? = inconclusive; · = no result given; & = joins results of further samples; ! = not confirmed by another sample; [ ] = another dose, or the depositor's remark. Unless noted, calls follow the shape of the dose curve; as a rule, active = well fitted curve in the direction sought with a large enough effect; inconclusive = small, poorly fitted or top-dose-only effect, or another doubt; inactive = no such curve, though single readings can be large; an effect the other way counts as inactive or inconclusive. An excerpt; rates above refer to the full screens.

Value order: ELG1 genotox, RORg inh, p53 reactivation, VP16 counter, NPC1 promoter act, TRPV1 agonist, Tb PFK block, Rab9 promoter act, FLuc modulator, ELG1 repair inh, BRCA1 expr act
> COC(=O)Cn1cc(C=C2C(=O)NC(=O)NC2=O)c2ccccc21
  0%, 31%, 0%, 7%, -1%, 1, 3%, -9%, -13%, 22%, -5%
> CC(=O)c1cccc(NC2=NCC(C)S2)c1 (stereo not given)
  15%, 0%, 15%, 1%, 7%, 5, -2%, 1%, -2%, 24%, 34%
> O=C(O)CCN1C(=O)c2ccc(NC(=O)CSc3ccc(Cl)cc3)cc2C1=O
  2%, ·, ·, ·, -6%, 0, ?, -2%, ?, 10%, 15%
> O=C1NC(=O)N(CCc2ccc(F)cc2)C(=O)/C1=C/c1cccs1
  -5%, -20%, -3%, -9%, -5%, 2, 1%, 1%, ?, -13%, -25%
> Cc1ccc(NC(=O)O/N=C/c2cccc([N+](=O)[O-])c2)cc1
  ?, 17%, 4%, 8%, 1%, 1, 0%, 5%, ?, ?, 100%
> C=CCc1ccc(OCCn2nnc3ccccc32)c(OC)c1
  16µM*, ?, ·, ?, 2.8µM*, 2, 4%, 4µM*, 11µM*, ?, ?
> O=C(Nc1ccc(OC(=O)N2CCCCC2)cc1)N1CCOCC1
  1%, 0%, -1%, -10%, -5%, -2, 0%, 2%, 4%, -1%, -90%
> COc1cccc(C(=O)C2CCCN(Cc3cccc(C)n3)C2)c1 (stereo not given)
  -1%, ?, -1%, 14µM*, 0%, 7, -6%, -7%, -2%, -7%, 2%
> NC(N)=N/N=C/c1ccc(N2CCOCC2)cc1
  -3%, -5%, 14%, -14%, -4%, -2, 6%, 0%, 1%, -14%, -48%
> CCCCN1C(=O)NC(=O)C2(Cc3c(nc4c(C)cccn4c3=O)N3CCc4ccccc4C32)C1=O (stereo not given)
  -27%, 3%, -17%, ?, 2%, ?, 3%, -6%, 3%, 21µM*, -58%
> Cc1ccc(S(=O)(=O)N2CCCCC2)cc1NC(=O)CN1CC=C(c2ccccc2)CC1
  -1%, 41%, 8%, 5%, 0%, 4, -1%, -5%, 1%, -23%, -42%
> O=C(O)c1cccc(N=Nc2c(O)[nH]c(=O)[nH]c2=O)c1
  -2%, -17%, 5%, -12%, -4%, -2, 1%, 27%, 15µM*, -2%, -18%
> O=C(Nc1ccc2c(c1)OCO2)N1CCN(c2ccccc2)CC1
  2%, 5%, 6%, -4%, -2%, ?, -2%, -3%, ?, -12%, 33%
> COc1ccc(C2N(c3cc(C)on3)C(=O)C3CCCN32)cc1 (stereo not given)
  -1%, 13%, -1%, 4%, 5%, 2, 0%, -3%, -2%, -6%, 89%
> CCn1c(O)c(C=Nc2ccc(N3CCOCC3)cc2)c(=O)n(CC)c1=S
  -6%, ?, 1%, -3%, -4%, 21, 3%, -4%, -9%, -2%, -48%
> O=c1[nH]c(=O)n(C2CCCCCC2)c(O)c1C=NCc1ccc(F)cc1
  -11%, -20%, -6%, -23%, 0%, 0, -3%, -5%, -1%, ?, -36%
> O=C(c1ccc(Cl)cc1)C1CCCN(Cc2cccn2-c2cccnc2)C1 (stereo not given)
  9%, 31%, 4%, 2%, -1%, 0, 2%, 11%, -9%, ?, -34%
> O=P1(Nc2ccc(F)cc2)COc2ccccc2OC1
  1%, -12%, -7%, -1%, -7%, 11, -5%, 7%, -1%, -2%, 3%
> Cc1cc(C(=O)CN2CCCC2)c(C)n1-c1ccc(F)cc1
  6%, -1%, -1%, 2%, 1%, 3, 1%, -1%, -3%, 17%, 0%
> C[N+]12CCC(CC1)C(C(O)(c1ccccc1)c1cccs1)C2 (stereo not given)
  0%, -8%, -7%, -13%, 2%, -1, 0%, -3%, 2%, 1%, 0%
> N#CC(C#N)=Cc1ccc(O)c(O)c1
  -8%, 16µM*, 4%, 14µM*!, 4%[46.1 µM], 1, ?, -18%[46.1 µM], -5%, 8%, 24%&7%
> N/C(=N\[N+](=O)[O-])N1CCN(C(=O)c2ccccc2)CC1
  3%, 6%, 2%, 0%, -3%, -6, -1%, 1%, 0%, 16%, 4%
> CN1C(=O)C(c2ccc([N+](=O)[O-])cc2[N+](=O)[O-])C(=O)N(C)C1=O
  3%, 6%, 4%, -13%, 1%, -2, -14%, 0%[1.84 µM], ?, 20%, -8%
> CC(C)CCNc1nnnc2c1sc1nc(N3CCOCC3)c3c(c12)CC(C)(C)SC3
  -4%, 17%, -4%, -3%, -15%, ?, 1%, 0%, 0%[2.3 µM], ?, -23%
> CCOC(=O)C(NC(=O)CC)(Nc1ccc(C(O)(C(=O)OCC)C(F)(F)F)cc1C)C(F)(F)F (stereo not given)
  0%, -2%, 1%, -5%, -4%, 2, -3%, 13%, 6%, -26%, 12%
> Cc1cc(C)nc(/N=C/c2c(O)n(C)c(=O)n(C)c2=O)n1
  8%, 0%, -3%, ?, 0%, 0, 6%, -1%, -1%, 9%, ·
> CCC(=O)OC1(c2cccc(C)c2)CC(C)N(C)CC1C (stereo not given)
  -2%, -33%, -6%, 1%, -1%, 2, 0%, 0%, 1%, 17%, 1%
> CC1=CC(=C2C(=O)NC(=S)NC2=O)C=C(C(F)(F)F)N1CCc1ccccc1
  -4%, 8%, 5%, -3%, -29%, -1, -3%, -28%, 4%, 2%, ·
> O=C1NC(=O)N(Cc2ccco2)C(=O)/C1=C\c1cccn1CCOc1ccccc1
  3%, -21%, 6%, 13%, -1%, 9, 11%, -1%, ?, -6%, 21%
> Fc1ccc(NC2=NCCS2)cc1Cl
  -1%, ?, -5%, -20%, -3%, 23, -15%, -4%, 0%, 18%, 30%

Value order: ELG1 genotox, RORg inh, p53 reactivation, VP16 counter, NPC1 promoter act, TRPV1 agonist, Tb PFK block, Rab9 promoter act, FLuc modulator, ELG1 repair inh, BRCA1 expr act
> Cc1ccc(-n2c(O)c(C=NC3CCCCC3N)c(=O)[nH]c2=O)cc1C (stereo not given)
  -9%, 0%, 2%, -10%, 0%, 0, -1%, 4%, 1%, 0%, -20%
> CCOP(=O)(OCC)C(NC(=O)c1ccc(C)cc1)C(Cl)(Cl)Cl (stereo not given)
  -1%, -23%, -12%, -13%, 1%, 6, 0%, -1%, -3%, 11%, -34%
> CC1(C)CC(n2[nH]c(=O)c3c2NC(=O)CSC3c2ccccc2)CCO1 (stereo not given)
  0%, 5%, 26%, -1%, 5%, -1, -2%, 1%, -2%, 0%, 0%
> CN1CCN(c2ccc(N)cc2Cl)CC1
  -9%, -29%, 5%, -5%, -1%, -14, -1%, -1%, -3%, -4%, 12%
> O=C1C(c2ccccc2)=C(N2CC2)c2ccccc21
  0%, 32%, -25%, 4%, -4%, 1, -1%, 8%, 0%, 2%, -18%
> COc1ccc(OCC(=O)N2CCN(Cc3ccc4c(c3)OCO4)CC2)cc1
  -2%, 20%, 0%, -12%, -1%, 1, 7%, -15%, 1%, -13%, 10%
> N#CCCn1cc(C(=O)NCc2ccccc2)c(-c2ccccc2)n1
  1%, 4%, 17%, 4%[10 µM], -5%, 0, -1%, -4%, 0%, 7%, 6%
> CC(=O)O[C@H]1C(=O)[C@@]2(C)C([C@H](OC(=O)c3ccccc3)[C@]3(O)C[C@H](O)C(C)=C1C3(C)C)[C@]1(OC(C)=O)CO[C@@H]1C[C@H]2O (stereo not given in full)
  0%, -40%, 6%, -8%, -11%, -2, -1%, -5%, 0%, -15%, -44%
> CCc1ccc(CNCCc2c[nH]c3ccccc23)cc1
  -3%, -9%, ·, 1%, 11%, 9, -15%, -1%, 6%, -17%, -87%
> O=C(O)CC[N+](=O)[O-]
  ·, 0%, ·, 0%, 1%[46.1 µM], ·, ·, -11%[46.1 µM], ·, ·, -12%
> CCc1ccc(CNn2cnnc2SCC(=O)NC(C)(C)C)cc1
  0%, ?, -13%, -9%, -5%, 3, -1%, 0%, 0%, -16%, 3%
> COc1ccc(C(=O)CSc2nnc(CNC(=O)c3ccc(S(=O)(=O)N(C)C)cc3)o2)cc1
  -9%, 30%, ?, 18%, -5%, 1, 0%, 2%, -17%, -25%, -15%
> CC(=O)NC(=O)NC(C)Cc1ccccc1 (stereo not given)
  3%, -25%, 0%, -5%, 1%, -2, 1%, 0%, 5%, 3%, 5%
